High-throughput results (PubChem)
KCNQ1 act = potentiators or activators of KCNQ1 channel, primary screen, cell-based, thallium flux, high-throughput. Potassium voltage-gated channel subfamily KQT member 1 (Homo sapiens), P51787. CHO-K1 KCNQ1, thallium flux FluxOR fluorescence; stronger effect = higher value. B-score at 10 µM. actives 0.35% (n = 310,000). AID 2648, 2010;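 active means fluorescence ratio B-score, a plate-corrected score, at least three library SD, with initial intensity B-score within 5 SD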
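System: Stable KCNQ1 CHO-K1 line | Incubation: 90 min dye loading and 20 min compound exposure, both at room temperature | Measure: Ratio B score | Medium: Assay buffer for compound exposure, DMSO matched across wells | Compound dosing: Single-concentration screen | Probe or stimulus: K+/Tl+ depolarizing stimulus | Measured by: Kinetic FluxOR fluorescence, 10 s baseline plus 110 s post-stimulus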
KCNQ1 block = inhibitors of human KCNQ1 channel, primary screen, cell-based, thallium flux, high-throughput; Potassium voltage-gated channel subfamily KQT member 1 (Homo sapiens), P51787; CHO-K1 KCNQ1, FluxOR thallium flux fluorescence; stronger effect = higher value; B-score at 10 µM; actives 1.3% (n = 310,000);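 active means compounds whose thallium flux B-score, printed positive for inhibition, exceeds three library SD while starting fluorescence stays within three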;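 further: channel opened by potassium depolarization with thallium stimulus after 20 min compound exposure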
GSK3beta inhib = human GSK3beta kinase inhibitors, primary screen, biochemical, cell-free homogeneous, HTS. actives 0.038% (n = 300,000). GST-GSK3beta kinase, ADP-Glo luminescence, 60 min; stronger effect = lower value. Glycogen synthase kinase-3 beta (Homo sapiens), P49841. activity score (negative = inhibition), % at 10 µM;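 active means more than half of replicate wells score below -50%, meaning over 50% inhibition versus plate controls; inconclusive means some replicates but at most half score below -50%; inactive means no replicate scores below -50%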;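 further: 0% = median DMSO wells and -100% = median GW8510 positive control wells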
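Assay system: GST-fused GSK3beta enzyme, cell-free / Medium: Tris pH 7.5 buffer with MgCl2, DTT, BSA, heparin / Also added: peptide substrate plus 25 µM ATP (final) / Compound: 10 µM single point / Timing: kinase reaction with compound 60 min at room temperature / Detection: ADP-Glo luminescence / Benchmarks: DMSO neutral wells and GW8510 at 20 µM as positive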
KCNK3 block = human KCNK3 channel inhibitors, primary screen, CHO cells, FluxOR thallium flux, B-score | actives 0.84% (n = 340,000) | Potassium channel subfamily K member 3 (Homo sapiens), O14649 | B-score at 10 µM | FluxOR fluorescence; stronger effect = lower value;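 active means B-score under library mean minus 4 SD, starting fluorescence ratio at most library mean plus 5 SD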;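 further: more negative B-score means stronger inhibition of thallium flux through KCNK3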
Target sequence (O14649 whole entry, looked up): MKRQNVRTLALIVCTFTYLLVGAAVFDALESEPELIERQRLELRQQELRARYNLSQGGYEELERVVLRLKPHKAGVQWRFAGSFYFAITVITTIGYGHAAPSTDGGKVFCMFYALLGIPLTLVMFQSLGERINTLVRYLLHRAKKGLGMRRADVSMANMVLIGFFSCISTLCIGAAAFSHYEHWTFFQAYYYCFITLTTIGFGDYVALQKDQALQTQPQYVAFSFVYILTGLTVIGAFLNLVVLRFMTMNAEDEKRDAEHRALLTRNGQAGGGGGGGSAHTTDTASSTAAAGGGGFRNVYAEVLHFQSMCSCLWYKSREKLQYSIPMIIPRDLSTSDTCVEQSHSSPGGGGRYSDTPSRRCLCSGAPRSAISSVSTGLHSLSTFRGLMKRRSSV
DYRK1A inh = rat Dyrk1A kinase inhibitors, primary screen, biochemical, single point, plate reader. actives 0.43% (n = 310,000). AID 504441, 2011. inhibition, % at 12.5 µM. Dual specificity tyrosine-phosphorylation-regulated kinase 1A (Rattus norvegicus), Q63470. ADP-Glo luminescence, NFATc1 peptide; in the data active means inhibition above about 50%;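 further: plate controls were vehicle with enzyme for no effect and no enzyme for full effect; many of its hits are not listed in these tables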
PolyA inh = polyadenylation inhibitors in yeast reporter cells, primary screen, luminescence, S. cerevisiae; actives 0.02% (n = 300,000); calls only at 12 µM; S. cerevisiae SKY197-pL101 polyadenylation reporter, beta-gal luminescence; efflux-impaired pdr1/pdr3 knockout yeast; score 100 = 6 SD above DMSO;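 active means lowest replicate activity score at least 50, where 100 means six control SD above control mean; inconclusive means lowest score under 50 but half or more replicates reach 50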;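 further: yeast exposed to compound for 9 h at 30 °C; higher score means more reporter readthrough which indicates perturbed polyadenylation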
RGS4 act = RGS4 potentiators or activators, primary screen, cell-based, HEK293 M3R inducible RGS4, calcium flux; carbachol calcium flux Fluo4; stronger effect = lower value; B-score at 10 µM; actives 0.92% (n = 310,000); AID 463111, 2010;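 active means B-score of the integrated calcium signal more than 4 SD below the library mean, with starting fluorescence not abnormally high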;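 further: negative B-score means reduced calcium response which marks RGS4 activation or potentiation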
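Reagent: ECmax carbachol challenge; Test system: M3R-expressing HEK293 line, RGS4 induced by doxycycline; Schedule: overnight RGS4 induction, 30 min dye load 37 °C, 20 min compound RT; Detection: calcium dye Fluo4 fluorescence; Read-out: Agonist-evoked peak-minus-minimum fluorescence over baseline, integrated ratio, B score.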
HDAC3 inh = HDAC3 deacetylase inhibitors, primary screen, biochemical, fluorescence, cell-free homogeneous; Histone deacetylase 3 (Homo sapiens), O15379; recombinant HDAC3, fluorogenic peptide/trypsin coupled; inhibition, % at 8.3 µM; actives 0.15% (n = 320,000); AID 2718, 2010; in the data active means inhibition above about 26%, passing the limit was not always enough; inconclusive means no clear call, values can overlap the other calls
GSK3A inh = blockers of GSK3A enzyme activity – biochemical, luminescence, cell-free homogeneous, HTS, primary screen; GSK-3 alpha kinase, ADP-Glo luminescence, 60 min; inhibition, % at 10 µM; actives 0.1% (n = 320,000); Glycogen synthase kinase-3 alpha (Homo sapiens), P49840;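 in the data active means inhibition above about 50%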;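 further: GST-tagged GSK-3 alpha with peptide substrate and 25 µM ATP; 0% = DMSO neutral wells and 100% = GW8510 positive control wells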
hERG protect = hERG rescue from dofetilide block, primary screen, cell-based, CHO-hERG, FluxOR thallium flux, dofetilide IC70; Voltage-gated inwardly rectifying potassium channel KCNH2 (Homo sapiens), Q12809; dofetilide IC70 present; activation (rescue from dofetilide block), less the hit threshold, % at 10 µM; actives 0.51% (n = 310,000); AID 1511, 2009;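 active means activation above the mean of controls blocked by dofetilide plus 5 SD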;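 further: thallium influx through hERG after potassium depolarization seen as dye fluorescence rise; in these data hits start at about 4.7%; inactives centre near -7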
KCNK9 inh = KCNK9 potassium channel inhibitors, primary screen, HEK293 cells, thallium flux | FluxOR thallium flux fluorescence; stronger effect = lower value | actives 1.2% (n = 310,000) | B-score at 10 µM | AID 488922, 2010;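 active means ratio B-score over 3 SD below the library mean, with starting fluorescence within 5 SD of its mean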;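 further: negative B-score means less thallium flux so channel inhibition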
Target sequence (Q9NPC2 whole entry, looked up): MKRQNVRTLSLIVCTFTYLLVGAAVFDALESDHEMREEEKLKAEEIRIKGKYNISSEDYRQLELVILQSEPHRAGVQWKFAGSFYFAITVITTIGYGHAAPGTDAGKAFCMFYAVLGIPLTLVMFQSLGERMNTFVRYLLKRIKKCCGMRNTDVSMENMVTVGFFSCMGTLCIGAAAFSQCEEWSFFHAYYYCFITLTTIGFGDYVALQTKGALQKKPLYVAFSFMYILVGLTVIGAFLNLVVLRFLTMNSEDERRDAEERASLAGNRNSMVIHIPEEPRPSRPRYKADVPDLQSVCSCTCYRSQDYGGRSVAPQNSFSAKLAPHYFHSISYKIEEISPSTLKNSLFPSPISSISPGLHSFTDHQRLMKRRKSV
The depositor's hits bear a star; i = inactive; ? = inconclusive; / = no result given.

cpd	Compound	KCNQ1 act	HDAC3 inh	KCNK9 inh	DYRK1A inh	GSK3A inh	PolyA inh	KCNQ1 block	hERG protect	RGS4 act	KCNK3 block	GSK3beta inhib
1	Cc1cccc(OCCNC(=O)c2cccc(Oc3ccc(C(F)(F)F)cc3[N+](=O)[O-])c2)c1	i	9	i	-2	-2	i	i	-9	i	i	-4
2	CCOc1ccccc1NC(=O)C(OC(=O)C1CC1)c1ccccc1 (centres undefined)	i	0	i	2	-2	i	i	-14	i	i	-1
3	Cc1cccc(N2CCCC2=Nc2ccc(Br)cc2C#N)c1	i	-4	i	-3	-6	i	i	-9	i	i	1
4	CCOC(=O)c1nn(-c2ccc(C)cc2)cc1O	i	-1	i	5	-4	/	i	-4	i	i	0
5	CS(=O)(=O)N1CCN=C1SCc1ccc([N+](=O)[O-])cc1	i	-4	i	-9	4	i	i	-8	i	i	-19
6	CC1(C)CC(=O)c2c(nn(-c3ccccc3)c2-c2ccncc2)C1	i	1	i	-4	-1	i	i	7.1*	i	i	0
7	CCOC(=O)CN(C(=O)CNC(=O)c1cccs1)C(C(=O)NC1CCCC1)c1cccnc1 (centres undefined)	i	8	i	-5	2	i	i	-11	i	i	-3
8	CCOC(=O)C1CCCN(C(=O)c2cc3c(=O)n(C)c4ccccc4c3n2C)C1 (centres undefined)	i	-1	i	21	/	i	i	-10	i	i	-1
9	C=C1CCN([C@@H](C)C(=O)NCc2ccc(OC)cc2)S(=O)(=O)c2ccccc21	i	-3	i	-11	-3	/	i	-6	i	i	3
10	Fc1cccc(-n2cc(-c3ccccc3)c3c(=S)nc[nH]c32)c1	i	-1	i	0	1	i	i	0	i	i	1
11	O=C(/C=C/c1ccc(Cl)c(Cl)c1)N1CCc2ccccc21	i	-3	i	-6	0	i	i	-6	i	i	-1
12	O=S(=O)(NC1CCCCC1N1CCC(O)CC1)c1ccccc1 (centres undefined)	i	-1	i	-1	10	i	i	-7	i	i	1

(next part)
cpd	Compound	KCNQ1 act	HDAC3 inh	KCNK9 inh	DYRK1A inh	GSK3A inh	PolyA inh	KCNQ1 block	hERG protect	RGS4 act	KCNK3 block	GSK3beta inhib
13	COc1ccc(NC(=O)c2ccc3c(c2)N(C)CCS3)cc1	i	/	i	3	0	i	i	-10	i	i	15
14	COc1ccc(NC(=O)C(CCSC)N2C(=O)c3ccccc3C2=O)cc1 (centres undefined)	i	-1	i	-9	-2	i	i	-2	i	i	4
15	COC(=O)c1sccc1N/N=C/c1cccc(OC)c1O	i	-3	i	2	-2	i	i	-5	i	i	4
16	COc1ccc(-c2csc3nc(-c4cccnc4)nc(Cl)c23)cc1OC	i	3	i	1	2	i	i	-15	i	-8.7*	3
17	Cc1oc(-c2ccccc2F)nc1CS(=O)(=O)CC(=O)NC(C)CCc1ccccc1 (centres undefined)	i	5	i	1	-2	i	i	-11	i	i	1
18	Cc1ccc2c(c1)C(=O)N(CCCCO)C2=O	i	-1	i	-4	-3	i	i	-4	i	i	0
19	C=CC[C@@H]1C=C(C)C[C@H](C)C[C@H](OC)[C@H]2O[C@@](O)(C(=O)C(=O)N3CCCC[C@H]3C(=O)O[C@H](/C(C)=C/[C@@H]3CC[C@@H](O)[C@H](OC)C3)[C@H](C)[C@@H](O)CC1=O)[C@H](C)C[C@@H]2OC	i	?	i	/	1	i	i	-11	i	/	0
20	O=C(NCCCNC(=O)c1ccccc1F)c1ccco1	i	-6	i	-3	1	i	i	-7	i	i	7
21	COCCn1c(/C=C/c2ccccc2)nc2ccccc21	i	-23	i	/	0	i	i	-9	i	-8.8*	4
22	COc1ccccc1NC(=O)NS(=O)(=O)c1ccc(C)cc1	i	0	i	-5	/	i	i	-12	i	i	0
23	O=C(CC(NC(=O)c1ccccc1Cl)c1ccccc1)NCCc1ccc(Cl)cc1 (centres undefined)	i	0	i	1	-1	i	i	-5	i	i	1
24	CCN1CCN(c2ccc(S(=O)(=O)N3CCOCC3)cc2NC(=O)/C=C/c2cccc(OC)c2OC)CC1	i	-4	i	-2	-3	i	i	-11	i	i	2

(cont.)
cpd	Compound	KCNQ1 act	HDAC3 inh	KCNK9 inh	DYRK1A inh	GSK3A inh	PolyA inh	KCNQ1 block	hERG protect	RGS4 act	KCNK3 block	GSK3beta inhib
25	Cc1ccc(S(=O)(=O)NC(=O)NN2CC3CCCC3C2)cc1 (centres undefined)	i	-4	i	-4	-3	i	i	-3	i	i	-3
26	c1ccc(-c2ccc(C3=Nn4c(nnc4-c4cccs4)SC3)cc2)cc1	i	1	i	7	-2	i	i	-4	i	i	-5
27	CC1(c2nnc(Cc3ccccc3)o2)CC(c2ccncc2)=NO1 (centres undefined)	i	0	i	1	-4	i	i	0	i	i	0
28	CCOc1cc2sc(N3CCC(C(=O)NCCCN4CCCC4=O)CC3)nc2cc1Br	i	-2	i	5	0	i	i	-13	-9.4*	i	1
29	O=c1cc(-c2ccc(F)cc2F)[nH]c2ccccc12	i	-3	i	/	8	i	i	-5	i	/	-1
30	CCOc1ccc(C(=O)N2CCN(Cc3ccccc3)CC2)cc1	i	-6	i	-1	-2	i	i	-5	i	i	1
31	Cc1ccc2nc(-c3ccc(NC(=O)CN(C)S(=O)(=O)c4ccccc4)cc3)sc2c1	i	-8	i	/	-1	i	i	-10	i	/	3
32	CC(CCc1ccccc1)NC(=O)CN1CCSc2ccccc21 (centres undefined)	i	1	i	1	12	i	i	-25	i	i	-4
33	Cc1nc(-c2ccc(S(=O)(=O)N3CCN(C4c5ccccc5-c5ccccc54)CC3)s2)cs1	i	1	i	-2	1	i	i	-5	i	i	-2
34	Cc1ccccc1-c1nnc(CN2CCC(C)CC2)o1	i	3	i	3	-3	i	i	-6	i	i	-1
35	Cc1ccc(S(=O)(=O)c2cc3ccc(O)cc3oc2=O)cc1C	i	-54	i	2	-4	i	i	-4	i	i	2
36	C/C(N)=C(/C#N)C(=O)COC(=O)CNS(=O)(=O)c1c(F)cccc1F	i	8	i	-1	0	/	i	-14	i	i	-2

The list goes on.
cpd	Compound	KCNQ1 act	HDAC3 inh	KCNK9 inh	DYRK1A inh	GSK3A inh	PolyA inh	KCNQ1 block	hERG protect	RGS4 act	KCNK3 block	GSK3beta inhib
37	CC1CCN(C(=O)CS(=O)(=O)Cc2ccccc2)CC1	i	-2	i	-6	0	i	i	0	i	i	1
38	CCOc1ccc(NC(=O)CCCCn2c(=O)[nH]c3ccsc3c2=O)cc1	i	2	i	-6	-1	i	i	-14	i	i	1
39	COc1ccc(NC(=O)NCC(C)CSc2ccc(C)cc2)c(OC)c1 (centres undefined)	i	0	i	-7	-1	i	i	-7	i	i	2
40	Cc1cc(C)c2c(Cn3ccnc3)cc(=O)oc2c1	i	5	i	-2	0	i	i	0	i	i	4
41	Cc1ccc(C(=O)/C=C/Nc2ccc(S(=O)(=O)Nc3onc(C)c3C)cc2)cc1	i	/	i	-4	-5	i	i	-6	i	i	-23
42	Cc1cc(NC(=O)CCC(=O)N(CC(=O)NC2CCCC2)c2ccc(Cl)cc2)no1	i	3	i	-4	-2	i	i	-5	i	i	-10
43	O=C(N1CCOCC1)N1CCN(c2ccccc2F)CC1	i	0	i	3	-1	i	i	-9	i	i	-3

Structural class: the compounds so far containing fluorine
cpd	Compound	KCNQ1 act	HDAC3 inh	KCNK9 inh	DYRK1A inh	GSK3A inh	PolyA inh	KCNQ1 block	hERG protect	RGS4 act	KCNK3 block	GSK3beta inhib
1	Cc1cccc(OCCNC(=O)c2cccc(Oc3ccc(C(F)(F)F)cc3[N+](=O)[O-])c2)c1	i	9	i	-2	-2	i	i	-9	i	i	-4
10	Fc1cccc(-n2cc(-c3ccccc3)c3c(=S)nc[nH]c32)c1	i	-1	i	0	1	i	i	0	i	i	1
17	Cc1oc(-c2ccccc2F)nc1CS(=O)(=O)CC(=O)NC(C)CCc1ccccc1 (centres undefined)	i	5	i	1	-2	i	i	-11	i	i	1
20	O=C(NCCCNC(=O)c1ccccc1F)c1ccco1	i	-6	i	-3	1	i	i	-7	i	i	7
29	O=c1cc(-c2ccc(F)cc2F)[nH]c2ccccc12	i	-3	i	/	8	i	i	-5	i	/	-1
36	C/C(N)=C(/C#N)C(=O)COC(=O)CNS(=O)(=O)c1c(F)cccc1F	i	8	i	-1	0	/	i	-14	i	i	-2
43	O=C(N1CCOCC1)N1CCN(c2ccccc2F)CC1	i	0	i	3	-1	i	i	-9	i	i	-3

Only part of the results is shown; count on the stated rates, not on these rows.
